Assay outcomes (PubChem)
Tb PGK inh: inhibitors of T. brucei phosphoglycerate kinase; P07378; PGK/GAPDH coupled, Kinase-Glo luminescence, 60 min; Potency, µM (titrated, usually from 57.5 µM), for inactives: at the highest dose activity change, negative = inhibition, usual class: inhibitors; 380,000 compounds, 0.043% hits; also: potency is read from the fitted curve at half-maximal effect; % is scaled to controls: 0 for no effect and ±100 for the full control effect; nearly all actives have a fitted effect of over 60% in size
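Luminescent ATP detection (Kinase-Glo Plus) follows a 60-minute room-temperature incubation, with wells lacking PGK as controls. Buffer: 100 mM TEA (pH 7.6), 5 mM MgCl2, 0.01% Tween-20. Coupling enzyme GAPDH (100 nM final) supplies unstable 1,3-BPG in-well.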
POLK inh: inhibitors of human DNA polymerase kappa; Q9UBT6; purified Pol kappa, fluorescent DNA synthesis assay, 10 min; Potency, µM (series often up to 107 µM), without a hit: top-dose activity, negative = inhibition, most hits filed as inhibitors; 400,000 compounds, 0.53% hits; also: potency is read from the fitted curve at half-maximal effect; % is scaled to controls: 0 for no effect and ±100 for the full control effect
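First, compounds were pin-transferred onto 10 nM Pol kappa. After 15 min at room temperature, substrate was added to 50 nM final. Fluorescence was then measured kinetically at 0 and 10 min.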
APEX1 inh: inhibitors of human APE1 endonuclease. AID 2517. Potency, µM (highest dose often 65.8 µM), for inactives: at the top dose activity change, negative = inhibition, usual class: inhibitors. 350,000 compounds, 0.35% hits. P27695. recombinant APE1, TAMRA/BHQ-2 abasic DNA cleavage fluorescence;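 also: potency is read from the fitted curve at half-maximal effect; plate controls were vehicle for no effect and reference inhibitor for full effect; nearly all actives have a fitted effect of over 55% in size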
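Enzyme (0.75 nM final) and test compound are incubated 15 min at room temperature before adding 50 nM quenched THF abasic-site duplex. Cleavage dequenches TAMRA, followed at 525/598 nm over three reads one minute apart.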
RXFP1 antagonist: RXFP1 (human) relaxin receptor antagonism; activity change, negative = inhibition, % at 57.5 µM; AID 1259400; HEK293-RXFP1, relaxin-stimulated cAMP HTRF, 30 min; hits give low values; 350,000 compounds, 0.59% hits; Q9HBX9;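 active = activity change of -60% or lower, but not beyond a set lower limit; inconclusive = change between -60% and -40%, or beyond the set limit; inactive = change above -40%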; also: % is scaled to controls: 0 for no effect and ±100 for the full control effect
Apoferritin bind: candidate novel general anesthetic via apoferritin binding; 350,000 compounds, 0.074% hits; P02791; Potency, µM (series often up to 77.5 µM), for the others: top-dose activity change, negative = displacement, most hits filed as inhibitors; apoferritin/1-aminoanthracene competitive binding, fluorescence; also: potency is read from the fitted curve at half-maximal effect; % is scaled to controls: 0 for no effect and ±100 for the full control effect; nearly all actives have a fitted effect of over 20% in size
Target sequence (P02791 2-175 limits assumed): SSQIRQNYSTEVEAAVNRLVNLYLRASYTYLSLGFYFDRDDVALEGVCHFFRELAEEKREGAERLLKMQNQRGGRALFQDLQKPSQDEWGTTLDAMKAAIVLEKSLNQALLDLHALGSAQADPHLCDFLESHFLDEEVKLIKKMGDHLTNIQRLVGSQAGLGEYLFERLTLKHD
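In PBS, apoferritin at 10 uM is loaded with 1-AMA from a 50% saturated solution. After 10 min of compound exposure at ambient temperature, reduced 535 nm fluorescence indicates probe displacement.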
Pol beta inh: DNA polymerase beta (human) inhibition; Potency, µM (titrated, usually from 114 µM), without a hit: at the top dose activity change, negative = inhibition, actives largely listed as inhibitors; Pol beta primer extension/strand displacement, fluorescence kinetic; 340,000 compounds, 1.3% hits; AID 485314; also: potency is read from the fitted curve at half-maximal effect; % is scaled to controls: 0 for no effect and ±100 for the full control effect
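Kinetic readout of DNA synthesis with strand displacement by Pol beta. Compound and 10 nM enzyme sit 15 min at room temperature; 50 nM substrate starts the reaction, read immediately and at 10 min.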
Pol iota inh: blocks human DNA polymerase iota activity | Potency, µM (doses to about 115 µM), for inactives: at the top dose activity, negative = inhibition, actives largely listed as inhibitors | Q9UNA4 | AID 588590 | Pol iota fluorescent replication assay, 10 min | 390,000 compounds, 1% hits; also: potency is read from the fitted curve at half-maximal effect
Target sequence (Q9UNA4 whole entry, looked up): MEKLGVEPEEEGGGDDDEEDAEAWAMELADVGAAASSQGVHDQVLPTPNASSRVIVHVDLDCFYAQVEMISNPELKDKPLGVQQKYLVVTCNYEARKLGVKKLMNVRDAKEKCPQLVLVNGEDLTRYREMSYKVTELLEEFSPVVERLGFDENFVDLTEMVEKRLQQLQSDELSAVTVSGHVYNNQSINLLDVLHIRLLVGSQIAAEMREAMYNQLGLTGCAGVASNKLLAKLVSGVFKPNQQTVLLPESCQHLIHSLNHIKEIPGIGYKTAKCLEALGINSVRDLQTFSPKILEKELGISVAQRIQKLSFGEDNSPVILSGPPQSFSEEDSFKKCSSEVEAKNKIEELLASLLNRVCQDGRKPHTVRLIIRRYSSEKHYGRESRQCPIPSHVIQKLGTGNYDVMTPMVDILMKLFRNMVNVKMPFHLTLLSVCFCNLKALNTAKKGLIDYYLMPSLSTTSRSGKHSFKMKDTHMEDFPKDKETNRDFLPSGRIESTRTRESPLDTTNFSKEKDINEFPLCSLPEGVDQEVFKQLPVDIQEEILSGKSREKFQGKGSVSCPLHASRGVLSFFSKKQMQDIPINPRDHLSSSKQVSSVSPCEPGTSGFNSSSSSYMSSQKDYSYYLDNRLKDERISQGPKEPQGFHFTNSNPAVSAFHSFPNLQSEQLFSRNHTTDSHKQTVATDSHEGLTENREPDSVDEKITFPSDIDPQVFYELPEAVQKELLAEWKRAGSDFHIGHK
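Fluorescent replication assay read twice, at 0 min and 10 min after adding 50 nM (final) substrate. Enzyme (10 nM) and compounds were first incubated 15 min at room temperature; enzyme-free buffer wells were negative controls.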
BLM helicase inh: Bloom syndrome helicase (human) inhibition | P54132 | recombinant BLM DNA unwinding, fluorescence dequenching | Potency, µM (titrated, usually from 56.1 µM), inactives show at the top dose activity change, negative = inhibition, actives largely listed as inhibitors | 350,000 compounds, 0.2% hits | AID 2528;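 also: potency is read from the fitted curve at half-maximal effect; plate controls were vehicle for no effect and no enzyme for full effect; nearly all actives have a fitted effect of over 35% in size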
Pol eta inh: inhibitors of human DNA polymerase eta. Q9Y253. recombinant Pol eta, fluorescent DNA replication assay. Potency, µM (top dose mostly 114 µM), for the others: at the highest dose activity change, negative = inhibition, actives largely listed as inhibitors. 390,000 compounds, 1.2% hits. AID 588591; also: potency is read from the fitted curve at half-maximal effect; % is scaled to controls: 0 for no effect and ±100 for the full control effect
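Fluorescent replication assay: 50 nM final substrate added after a 15 min room-temperature compound preincubation with 10 nM enzyme. Signal taken at 0 min and again at 10 min.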
An asterisk follows results filed as active; i = inactive; u = inconclusive; x = not tested or not shown; [ ] = another dose, or the depositor's remark. Unless noted, calls follow the shape of the dose curve; as a rule, active = well fitted curve in the direction sought with a large enough effect; inconclusive = small, poorly fitted or top-dose-only effect, or another doubt; inactive = no such curve, though single readings can be large; an effect the other way counts as inactive or inconclusive. Some of the compounds tested (hit frequency here may not be typical).

Tb PGK inh	POLK inh	APEX1 inh	RXFP1 antagonist	Apoferritin bind	Pol beta inh	Pol iota inh	BLM helicase inh	Pol eta inh	molecule
-8.8%	-9.8%	10.0%	x	-13.4%	13.2%	-28.8%	1.8%	-1.2%	Cc1cc(OC(=O)c2cccc(C(F)(F)F)c2)c([N+](=O)[O-])c(=O)[nH]1
x	-7.2%	-1.8%	-16.6	-4.6%	3.8%	17.9%	-1.8%	-4.3%	O=C(C1CCCCC1)N1CCN(C(=O)C2CCCCC2)CC1
i	-6.9%	7.7%	-13.8	-10.4%	60.3%	1.2%	1.1%	-7.1%	CC(/C=N/NC(=O)c1cc(-c2cccs2)[nH]n1)=C\c1ccccc1
-7.1%	-6.9%	-6.6%	-0.2	-16.6%	30.5%	67.9%[activator]	3.3%	-22.1%	CC(C)(C)C(=O)Cn1ncc(N2CCCC2)c(Br)c1=O
0.8%	-22.9%	-1.2%	10.5	0.8%	-5.3%	-8.8%	-2.5%	-16.2%	CC(=O)Nc1ccc(-c2nn[nH]n2)cc1
5.5%	-11.8%	0.7%	16.9	-15.1%	-13.5%[57.1 µM]	11.8%	4.1%	-17.3%	O=[N+]([O-])c1cc(C(F)(F)F)c(Cl)cc1N1CCN(CCO)CC1
-13.3%	-5.3%	-13.6%	2.7	x	x	121.2%[activator]	x	u	Cc1ccn2c(=O)nc(SCC(=O)N3CCCCCC3)nc2c1
-9.4%	-11.3%	-5.7%	-3.4	-6.7%	30.5%	-1.2%	-1.6%	2.2%	O=C(NCc1cn2ccccc2n1)c1ccccc1
4.0%	3.6%	0.4%	-0.2	-5.1%	u	56.2%[activator]	-3.3%	-19.3%	O=C(c1ccc(S(=O)(=O)Nc2cccc(C(F)(F)F)c2)cc1)N1CCOCC1
2.6%	-7.2%	-13.6%	14.5	u	-25.4%	13.9%	-7.5%	-22.1%	CCOc1cc(NC(=O)c2ccccc2C(=O)O)c(OCC)cc1NC(=O)c1ccccc1F
12.3%	-12.7%	-8.1%	-20.4	x	x	22.3%	x	-15.5%	Cc1cc(C)cc(NC(=O)C(OC(=O)c2ccc(NC(=O)CC#N)cc2)c2ccccc2)c1 (stereo not given)
-5.9%	-15.3%	-0.1%	14.4	1.7%	-2.0%	33.7%[activator]	-6.6%	-2.6%	Cc1c(NC(=O)CSc2ccccc2F)c(=O)n(-c2ccccc2)n1C

Compounds from the list above that have a nitro group on carbon (2):
Tb PGK inh	POLK inh	APEX1 inh	RXFP1 antagonist	Apoferritin bind	Pol beta inh	Pol iota inh	BLM helicase inh	Pol eta inh	molecule
-8.8%	-9.8%	10.0%	x	-13.4%	13.2%	-28.8%	1.8%	-1.2%	Cc1cc(OC(=O)c2cccc(C(F)(F)F)c2)c([N+](=O)[O-])c(=O)[nH]1
5.5%	-11.8%	0.7%	16.9	-15.1%	-13.5%[57.1 µM]	11.8%	4.1%	-17.3%	O=[N+]([O-])c1cc(C(F)(F)F)c(Cl)cc1N1CCN(CCO)CC1

Complete entries, quoted from the list. Screens in order: Tb PGK inh | POLK inh | APEX1 inh | RXFP1 antagonist | Apoferritin bind | Pol beta inh | Pol iota inh | BLM helicase inh | Pol eta inh
Cc1cc(OC(=O)c2cccc(C(F)(F)F)c2)c([N+](=O)[O-])c(=O)[nH]1 reads -8.8% | -9.8% | 10.0% | x | -13.4% | 13.2% | -28.8% | 1.8% | -1.2%
CC(C)(C)C(=O)Cn1ncc(N2CCCC2)c(Br)c1=O reads -7.1% | -6.9% | -6.6% | -0.2 | -16.6% | 30.5% | 67.9%[activator] | 3.3% | -22.1%

Continuation.
Tb PGK inh	POLK inh	APEX1 inh	RXFP1 antagonist	Apoferritin bind	Pol beta inh	Pol iota inh	BLM helicase inh	Pol eta inh	molecule
i	-12.9%	x	-17.6	0.9%	-21.2%	6.4%	-4.8%	-10.6%	O=C(NCC(c1cccnc1)N1CCc2ccccc21)C(=O)Nc1ccccc1F (stereo not given)
-6.4%	5.0%	x	-9.3	-6.0%	18.1%	31.0%	1.0%	-14.1%	COc1ccc(NC(=O)CSc2nc3ncccc3[nH]2)c(OC)c1
i	-1.4%	x	x	x	x	-7.8%	x	-3.5%	C#CCOCCOCCOCCNc1nc(N2CCN(C(=O)[C@H](CCCCN)n3cc(CCC(=O)O)nn3)CC2)nc(N2CCN(C(=O)[C@H](Cc3ccc(O)cc3)n3cc(CCO)nn3)CC2)n1
-9.1%	-7.8%	-5.3%	3.4	-4.5%	23.9%	7.6%	0.1%	-8.8%	O=C(CCN1CCOCC1)NNC(=O)Nc1cccc([N+](=O)[O-])c1
-3.3%	-20.4%	x	-3.7	x	x	46.2%[activator]	x	-17.8%	O=C(C=Cc1ccco1)c1ccc([N+](=O)[O-])cc1
-7.2%	-8.1%	x	0.0	x	x	34.0%[activator]	x	-16.5%	O=C(NNC(=S)Nc1ccc(C(=O)O)c(O)c1)c1ccncc1
-7.5%	-0.5%	1.9%	-4.1	0.5%	-2.8%	215.1%[activator]	-6.8%	-17.3%	CC(C)NC(=S)Nc1cccc2cnccc12
0.8%	-11.1%	-2.7%	-6.3	-17.8%	-0.8%	58.7%[activator]	-1.0%	2.5%	O=C(NC1=NCCS1)c1cccc2ccccc12
7.5%	-6.8%	-4.2%	9.2	59.3%[activator]	1.7%	2.1%	-10.2%	-27.8%	CN1/C(=C\C(=O)Nc2ccc(Cl)cc2)C(C)(C)c2ccccc21
-7.3%	-26.3%	3.3%	7.8	-1.8%	33.4%	-6.1%	4.4%	-20.5%	CC1Cn2c(COc3ccccc3)nnc2S1 (stereo not given)
-1.2%	-3.6%	3.8%	4.6	-2.1%	1.5%	-3.4%	0.4%	-14.0%	CC(=O)NC(CC(C)C)C(=O)NC(Cc1ccccc1)C(N)=O (stereo not given)
-12.2%	-10.7%[60.1 µM]	x	-13.9	6.3%	16.7%	-12.3%	-3.2%	-7.6%	COc1ccc(C2=CC(c3cc(Br)ccc3F)n3c(nc4ccccc43)N2)cc1 (stereo not given)

Additional compounds follow.
Tb PGK inh	POLK inh	APEX1 inh	RXFP1 antagonist	Apoferritin bind	Pol beta inh	Pol iota inh	BLM helicase inh	Pol eta inh	molecule
-1.0%	-15.1%	-0.5%	5.1	-10.1%	-9.2%	5.1%	2.4%	-10.4%	O=C(CN1C(=O)C2CCCN2c2ncc(Cl)cc21)NCc1ccc2c(c1)OCO2 (stereo not given)
-6.0%	-5.0%	-7.0%	-11.2	-5.3%	18.0%	17.2%	-3.4%	-16.2%	COc1cccc(CNC(=O)[C@H](CC(C)C)NC(=O)N2CCn3c2nc2ccccc23)c1
-0.5%	-6.6%	57.4%[activator]	-1.9	x	x	13.4%	x	-5.3%	CCc1ccc(C(=O)OCC(=O)N2CCCCCC2)cc1
i	-24.4%	-2.7%	-3.5	u	-2.5%	-5.7%	-6.9%	-11.4%	Cc1cc(C)n(-c2ccc(C(=O)Nc3ccc(S(=O)(=O)NCc4ccco4)cc3)cc2)n1
-4.0%	-1.6%	5.8%	13.7	-4.7%	28.4%	14.5%	-3.1%	-5.0%	Cc1ccccc1NC(=O)CN1C(=O)CSc2ccc(S(=O)(=O)N3CCCCC3)cc21
-4.2%	-3.8%	-0.8%	-25.1	-5.0%	0.4%	u	0.0%	0.7%	CCC(=O)c1cn(CC(=O)OC)c2ccccc12
-9.7%	-13.6%	-2.5%	-28.2	-19.0%	7.5%	163.2%[activator]	-6.4%	-8.0%	COC(=O)CC1COc2ccccc2N1C(=O)c1ccc(Br)cc1 (stereo not given)
-2.5%	-6.7%	19.7%	-4.2	x	x	4.5%	x	-24.6%	COc1ccc(C(CNC(=O)C(C)Oc2ccc(Br)cc2)N2CCCCC2)cc1 (stereo not given)
6.0%	1.4%	1.9%	11.9	0.3%	5.3%	3.8%	-1.2%	-11.2%	CC(=O)NC(CCS(C)(=O)=O)C(=O)Nc1cccc(C(C)=O)c1 (stereo not given)
2.4%	-16.1%	0.5%	x	-2.3%	3.6%	-2.7%	-1.6%	-18.7%	CCc1nnc(NC(=O)c2nc3nc(C)cc(C)n3n2)s1
i	-3.3%	-9.1%	3.7	0.3%	0.5%	-2.7%	2.2%	0.8%	Cc1cccc(CN2CCN(CC(=O)NCc3cccs3)C2=O)c1
i	0.0%	-1.6%	-2.3	x	x	15.6%	x	-6.3%	COc1ccccc1C(CNC(=O)CNC(=O)c1ccc(Cl)c(Cl)c1)N1CCCC1 (stereo not given)

Continuation.
Tb PGK inh	POLK inh	APEX1 inh	RXFP1 antagonist	Apoferritin bind	Pol beta inh	Pol iota inh	BLM helicase inh	Pol eta inh	molecule
-6.5%	5.3%	x	x	x	x	-4.1%	x	4.6%	CC(C)C[C@@H](CNCC(=O)[C@H](CC(C)C)NC(=O)c1[nH]cnc1C(=O)N[C@@H](C)CN)NC(=O)c1nc[nH]c1C(=O)N[C@@H](C)C(=O)O
i	-13.0%	-0.7%	13.2	u	5.2%	23.1%	-4.8%	-9.8%	Cc1cccc(OCCCC(=O)Nc2ccc3c(c2)OCO3)c1
-4.9%	-9.5%	7.7%	-19.4	-10.9%	-26.8%	9.9%	-12.9%	-23.3%	C/C(=N\NC(=S)Nc1ccc(C)cc1)c1cc2ccccc2o1
0.9%	-9.8%[60.1 µM]	40.7%	-0.2	-0.2%	6.8%	-10.5%	-2.9%	4.6%	COc1ccc(-c2csc(NC(=O)Nc3ccccc3)n2)cc1
-0.2%	-2.6%	23.8%	-12.9	x	x	-9.3%	x	-19.6%	CCCCn1c(N)c(N(CC(C)C)C(=O)C2CCN(C(=O)c3ccc(Cl)cc3)CC2)c(=O)[nH]c1=O
8.7%	-5.9%	53.0%[activator]	-13.8	0.2%	1.3%	8.5%	-1.6%	-20.4%	Cc1nnc(SCC(=O)Nc2cc(S(C)(=O)=O)ccc2Cl)n1Cc1ccccc1
-8.0%	7.4%	-9.1%	-6.4	-2.5%	0.5%	38.8%[activator]	-0.7%	-21.6%	O=C(/C=C/c1ccccc1Cl)Nc1cccc(S(=O)(=O)NC2=NCCCCC2)c1
i	-1.9%	8.4%	-10.2	-8.9%	7.0%	3.6%	0.3%	-11.4%	COC(=O)c1[nH]c2ccccc2c1NC(=O)CN1CC(C)OC(C)C1 (stereo not given)
